Screening data: PubChem, several laboratories
HEK293 NOD2/NF-kB – NOD2 signaling inhibitors, cell-based, luminescence, uHTS, HEK293 (AID 1566); inhibition, % at 4 µM, or EC50 in µM where a hit was titrated; hit rate 0.63% among 290,000; HEK293 NOD2/NF-kB luciferase reporter, luminescence; higher % means a stronger effect; further: many of its hits are not listed in these tables
P. falciparum M1AAP – P. falciparum M1AAP inhibitors, biochemical, fluorogenic H-Leu-NHMec substrate, 1536-well (AID 1445); Aminopeptidase N (Plasmodium falciparum (isolate 3D7)); recombinant M1AAP, H-Leu-NHMec fluorogenic kinetic assay; higher % means a stronger effect; inhibition, % at 30 µM, or IC50 in µM where a hit was titrated; hit rate 0.42% among 220,000;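 active means primary inhibition above the hit cutoff, then over 50% inhibition at one or more dose response concentrations, cut at about 23% in these data, passing the limit was not always enough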;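 further: plate controls were DMSO full reaction for no effect and no enzyme background for full effect; strong numbers were not always called active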
KOR beta-arrestin-1 – KOR agonists, beta-arrestin recruitment, primary screen, cell-based, luminescence, uHTS (AID 1777). Kappa-type opioid receptor (Homo sapiens). KOR beta-arrestin recruitment, luminescence; higher % means a stronger effect. one-dose activation, % at 10 µM; EC50 in µM for titrated hits. hit rate 0.02% among 280,000; in the data active means activation above about 50%, passing the limit was not always enough; further: a part of the inactive calls stands beside numbers as strong as those of hits
KOR beta-arrestin-2 – KOR antagonists, beta-arrestin recruitment, cell-based, luminescence, uHTS (AID 1778); hit rate 0.091% among 290,000; Kappa-type opioid receptor (Homo sapiens); KOR beta-arrestin recruitment, luminescence, antagonist mode; higher % means a stronger effect; one-dose inhibition, % at 10 µM; IC50 in µM for titrated hits; further: strong numbers were not always called active
AID2073 – inhibitors of Mint1-CaV2.2 protein interaction, biochemical, HTRF (AID 2073); Voltage-dependent N-type calcium channel subunit alpha-1B (Homo sapiens); HTRF protein-protein interaction, Mint1-CaV2.2; higher % means a stronger effect; one-dose inhibition, % at 20 µM; IC50 in µM for titrated hits; hit rate 0.19% among 290,000; in the data active means inhibition mostly above about 51%, no sharp cut-off; further: some results filed as inactive read as strong as hits
NOD1 inhibition – NOD1 signaling inhibitors, primary screen, cell-based, luminescence, uHTS (AID 1578). NOD1-driven NF-kB luciferase reporter cells, luminescence; higher % means a stronger effect. one-dose inhibition, % at 4 µM; EC50 in µM for titrated hits. hit rate 1% among 290,000; in the data active means inhibition mostly above about 36%, no sharp cut-off; inactive means mostly below about 34%;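 further: HEK-293T reporter cells stimulated with the NOD1 agonist gamma-tri-DAP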
GPR55 beta-arrestin – GPR55 agonists via beta-arrestin recruitment, primary screen, imaging, U2OS cells, beta-arrestin-GFP redistribution (AID 1961); hit rate 0.048% among 290,000; activation, % at 10 µM; hits with a dose series show EC50 in µM; G-protein coupled receptor 55 (Homo sapiens); U2OS GPR55 beta-arrestin-GFP redistribution imaging; higher % means a stronger effect;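 active means activation above 40% with more than 50 cells counted in the well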;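 further: U2OS osteosarcoma cells stably expressing GPR55 and beta-arrestin-GFP; plate controls were DMSO negative control for no effect and LPI positive control for full effect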
P. falciparum M17LAP – P. falciparum M17LAP inhibitors, primary screen, biochemical, fluorogenic H-Leu-NHMec substrate, 1536-well (AID 1619); recombinant M17LAP, H-Leu-NHMec fluorogenic kinetic assay; higher % means a stronger effect; inhibition, % at 30 µM, or IC50 in µM where a hit was titrated; hit rate 0.38% among 220,000;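 active means compound inhibiting the enzyme by more than half at any dose during confirmatory dose-response retesting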;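 further: plate controls were full reaction with DMSO carrier for no effect and no enzyme background for full effect; strong numbers were not always called active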
Dynein transport – inhibitors of GR-EGFP nuclear translocation, primary screen, dynein cargo transport inhibitor project, imaging, high-content, 3617.4 mouse cells | test concentration mostly 20 µM; stimulated with dexamethasone, 1 µM; stronger effect = lower value | hit rate 0.47% among 220,000 | AID 1381, 2008 | z-score, hits read low;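 active means plate z-score of nuclear minus cytoplasmic receptor signal below a set negative limit, without overly bright fluorescence or cell loss, cut at about -3.5 in these data, passing the limit was not always enough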;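 further: z-score of nuclear minus cytoplasmic ring GR-EGFP intensity difference per well; some compounds called inactive have numbers as strong as hits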
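medium = tetracycline-free induction medium containing charcoal-stripped FBS | also added = 1.0 µM final dexamethasone stimulus | schedule = 48 h induction, 1 h compound, 30 min dex at 37 °C | technique = fixed, Hoechst-stained cells imaged at 10x for EGFP | measure = GR-EGFP nuclear translocation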
Dynein transport cytoplasmic EGFP – recorded beside Dynein transport, whose call it bears; z-score; measured here: cytoplasmic GR-EGFP intensity; stronger effect = higher value
Dynein transport nuclear GR-EGFP – further read-out of Dynein transport, marked with its call; z-score; measured here: nuclear GR-EGFP intensity;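 lower value marks the stronger effect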
Dynein transport cell count – further read-out of Dynein transport, marked with its call; z-score; measured here: cell count per field
An asterisk follows results filed as active; . = no result given; [ ] = dose if it differs, or a comment. Unless noted, no stated cut-off is given here; in the data, active means inhibition above about 50%; inactive means the rest. Some of the compounds tested. The share of hits here may be higher or lower than overall.

cpd	Molecule	HEK293 NOD2/NF-kB	P. falciparum M1AAP	KOR beta-arrestin-1	KOR beta-arrestin-2	AID2073	NOD1 inhibition	GPR55 beta-arrestin	P. falciparum M17LAP	Dynein transport	Dynein transport cytoplasmic EGFP	Dynein transport nuclear GR-EGFP	Dynein transport cell count
1	CC1=C(C)CC2(SC1)C(=O)N(c1ccccc1)N=C2N (centres undefined)	-0.4%	2.1%	-4.8%	16.6%	9.8%	-17.2%	0.5%	25.6%	1.38	-0.24	1.05	-0.217
2	O=C(COC(=O)c1cccc([N+](=O)[O-])c1)NCC1CCCO1 (centres undefined)	-1.8%	-6.8%	0.1%	12.9%	-1.6%	16.7%	-0.3%	3.3%	0.602	-0.0879	0.454	-1.1
3	NC(=O)CS(=O)(=O)c1nc2ccccc2n1Cc1ccccn1	13.3%	6.1%	2.4%	13.9%	3.6%	-25.2%	0.0%	-4.0%	-0.765	1.66	-0.0709	0.474
4	Cc1ccc(NC(=O)c2cc3ccccc3o2)cc1Cl	-77.5%	.	3.1%	-34.8%	8.5%	39.3%	-0.2%	.	.	.	.	.
5	CCCn1c(=O)c2ccccc2n2c(SCCNCCO)nnc12	5.7%	.	-1.2%	-0.8%	5.1%	-7.6%	-0.1%	.	.	.	.	.
6	Cc1cccc(OCCCCCNCCO)c1	1.9%	.	-5.7%	5.0%	3.8%	-5.7%	-0.2%	.	0.0884	0.0985	0.0957	-0.417
7	COc1ccc(CCNC(=O)C(=O)NCC2OCCN2S(=O)(=O)c2cc(F)ccc2F)cc1 (centres undefined)	9.9%	.	-0.5%	-26.3%[20 µM]	8.2%	18.0%	0.0%	.	.	.	.	.
8	Cc1ccc2c(c1)N(Cc1ccccn1)C(=O)C(C)O2 (centres undefined)	3.4%	1.0%	0.2%	-8.3%	-8.4%	-8.7%	0.1%	-6.1%	1.28	-0.232	0.917	-0.433
9	COc1ccccc1C(=O)N=C1NC(=O)CC2C(=O)NCCN12 (centres undefined)	-0.7%	.	-5.5%	-10.1%	-0.5%	-42.9%	-0.1%	.	-0.806	-0.365	-0.29	1.12
10	Cc1ccc(/C=C(\C#N)C(=O)Nc2cccc(C)n2)cc1	-10.8%	.	2.4%	-6.7%	7.3%	-7.3%	-0.3%	.	.	.	.	.
11	COC/C=C/C1=CC2=CC(=O)C(C)(OC(=O)c3cnc4ccccc4n3)C(=O)C2=CN1CCCOC(C)C (centres undefined)	21.0%	6.2%	-0.8%	20.6%	0.2%	7.9%	-0.2%	21.5%	-0.0419	-0.601	0.151	-0.415
12	N#Cc1c(N)nc(SCC(=O)NCCc2ccccc2)c(C#N)c1-c1cccs1	-4.6%	12.6%	3.0%	1.0%	9.6%	-24.3%	1.0%	-5.0%	-0.265	-0.252	-0.746	-0.514
13	CCC1(C)Cc2sc3c(=O)[nH]c(=S)[nH]c3c2CO1 (centres undefined)	13.5%	0.1%	1.3%	-6.2%	8.7%	-5.6%	-1.0%	29.3µM*	0.552	-0.246	-0.037	0.262
14	CN1/C(=C\C=C(/C#N)C(=O)Nc2ccccc2F)C(C)(C)c2ccccc21	23.2%	-0.7%	43.0%	-5.4%	17.8%	-13.6%	0.4%	-5.9%	-4.91	23.1	4.59	0.0979
15	O=C(COC(=O)c1ccc(S(=O)(=O)Nc2ccccc2)cc1)NCCC1=CCCCC1	1.0%	10.3%	0.0%	-0.3%	2.9%	-15.9%	0.2%	5.5%	-0.55	-0.267	-0.537	0.328
16	COc1ccc2[nH]c(=O)c(CN(C(=O)C3CCCO3)c3ccc(C)c(C)c3)cc2c1 (centres undefined)	17.8%	-0.1%	4.8%	12.8%	-6.7%	1.9%	0.2%	-0.7%	1.05	-0.271	0.088	0.524
17	N=C1/C(=C\c2ccc(-c3cccc(C(=O)O)c3)o2)C(=O)N=C2SC=C(c3ccccc3)N12	19.9%	18.7%	3.8%	9.9%	30.7%	-9.9%	0.6%	22.1%	1.45	0.436	0.65	-2.21
18	COc1ccc(OC)c(NC(=O)COC(=O)c2ccc(S(=O)(=O)N3CCOCC3)cc2)c1	17.8%	-5.3%	-7.5%	6.5%	-2.5%	0.6%	0.7%	5.8%	-0.745	-0.175	-0.0222	0.593
19	CCCCC(CC)c1nnc(NC(=O)c2cccs2)s1 (centres undefined)	18.4%	-2.3%	3.5%	-46.0%	0.2%	-24.1%	0.6%	-5.3%	2.41	0.147	2.69	-2.46
20	COC(=O)CSc1nc(C)c(C(C)=O)cc1C#N	-0.9%	3.4%	-2.0%	8.9%	-7.6%	-11.4%	0.3%	9.4%	-1.37	1	0.223	0.00871
21	COc1ccccc1NS(=O)(=O)c1cc(NC(=O)c2cc[n+]([O-])cc2)ccc1N1CCCC1	1.2%	1.1%	6.1%	-6.1%	9.6%	-9.7%	-0.4%	-5.7%	0.912	-0.129	1.58	0.308
22	CCOC(=O)c1cnc2cc(C)nn2c1-c1ccccc1	14.7%	6.5%	0.7%	6.0%	-2.2%	11.9%	-0.2%	2.5%	-0.976	-0.142	-1.18	0.763
23	CCOC(=O)c1ccccc1NC(=S)N1CCN(C2CCCCC2)CC1	3.0%	-0.7%	-3.3%	-14.2%	-34.1%	-12.8%	0.7%	6.3%	0.215	-0.28	0.614	-0.455
24	COc1cc(OC)cc(-c2cc3nc(C)cc(N4CCN(C(=O)c5ccco5)CC4)n3n2)c1	2.5%	10.1%	-3.0%	6.1%	38.7%	-52.7%	-0.1%	3.7%	1.55	0.519	0.824	-1.25
25	CC(C)(C)NC(=O)Cn1cc(C#N)c2cc(Br)ccc21	-7.9%	0.3%	-5.7%	28.8%	-4.2%	-15.8%	0.2%	2.6%	1.03	-0.107	0.536	-1.7
26	COc1cc(NC(=O)c2cccs2)c(OC)cc1NC(=O)c1cccs1	-0.6%	.	5.2%	-11.8%	20.9%	-36.9%	-0.1%	.	.	.	.	.
27	CCn1cc([N+](=O)[O-])c(C(=O)N2CCOCC2)n1	8.6%	2.4%	0.7%	9.9%	-1.9%	-3.3%	0.0%	3.8%	-1.06	-0.285	-0.731	0.107
28	COc1ccc(NC(=S)N2CCCC2)cc1OC	0.6%	4.4%	-4.8%	-6.3%	-8.9%	-24.5%	0.1%	3.2%	-0.848	-0.276	-0.428	0.684
29	COc1cc2ncnc(NCc3ccc(C)o3)c2cc1OC	-53.0%	6.6%	-3.8%	-38.5%[20 µM]	-1.8%	13.1%	-0.1%	5.3%	0.86	-0.296	0.588	0.205
30	COc1cccc(N2CCN(C3CC(=O)N(c4ccc(F)c(Cl)c4)C3=O)CC2)c1 (centres undefined)	11.1%	0.9%	7.6%	-13.8%	-9.6%	22.6%	-0.1%	4.0%	-1.25	-0.269	-0.576	1.52
31	CNS(=O)(=O)c1ccc(C)cc1	7.8%	3.2%	-0.5%	-17.5%	-10.9%	-1.6%	0.4%	1.6%	0.969	-0.347	0.562	0.208
32	COc1ccc(N(C(=O)Cc2cccs2)C2C=CS(=O)(=O)C2)cc1 (centres undefined)	2.0%	-1.3%	3.0%	-19.2%	7.5%	4.8%	0.1%	1.7%	-0.336	-0.305	-0.214	0.489
33	COc1ccc(Nc2nc3c(c(=O)n(C)c(=O)n3C)n2CCO)cc1	7.3%	1.5%	-7.5%	13.9%	0.6%	6.9%	0.2%	7.8%	-0.383	-0.226	0.237	0.139
34	CC(=O)c1c(C)nc2sc3c(=N)n(N)cnc3c2c1-c1ccc(Cl)cc1	-0.3%	9.0%	1.0%	-16.8%	15.6%	-16.3%	-0.5%	3.2%	1.08	-0.235	0.515	-1.25
35	CCc1ccc(C2CC(=O)N(c3ccc(F)cc3)C3=C2C(=O)OC3)cc1 (centres undefined)	7.9%	-2.2%	6.1%	-4.0%	-17.4%	-4.9%	-0.4%	-3.9%	-0.239	-0.256	-0.115	0.0401
36	CCCOC(=O)c1ccc(Cl)c(NC(=O)c2cccnc2)c1	5.7%	8.9%	1.6%	-13.0%	-10.8%	-28.9%	0.4%	5.2%	-0.129	-0.26	0.166	-0.257
37	CCn1nc(NC(=O)CC(C)C)c2cc3ccc(C)cc3nc21	-9.6%	.	1.0%	37.8%	5.9%	22.3%	0.0%	.	.	.	.	.
38	COc1ccc(-c2csc3ncnc(N4CCN(c5ccccc5OC)CC4)c23)cc1	21.3%	.	-1.6%	-16.4%	11.9%	43.1%	.	.	.	.	.	.
39	CCOC(=O)N1CCC(NC(=O)c2cc(S(=O)(=O)NCCc3ccccc3)ccc2F)CC1	11.0%	9.7%	1.4%	13.3%	5.5%	-8.2%	-0.1%	-0.5%	-0.848	-0.268	0.279	0.178

Fetched one by one from the entries so far:
cpd	Molecule	HEK293 NOD2/NF-kB	P. falciparum M1AAP	KOR beta-arrestin-1	KOR beta-arrestin-2	AID2073	NOD1 inhibition	GPR55 beta-arrestin	P. falciparum M17LAP	Dynein transport	Dynein transport cytoplasmic EGFP	Dynein transport nuclear GR-EGFP	Dynein transport cell count
24	COc1cc(OC)cc(-c2cc3nc(C)cc(N4CCN(C(=O)c5ccco5)CC4)n3n2)c1	2.5%	10.1%	-3.0%	6.1%	38.7%	-52.7%	-0.1%	3.7%	1.55	0.519	0.824	-1.25
32	COc1ccc(N(C(=O)Cc2cccs2)C2C=CS(=O)(=O)C2)cc1 (centres undefined)	2.0%	-1.3%	3.0%	-19.2%	7.5%	4.8%	0.1%	1.7%	-0.336	-0.305	-0.214	0.489
7	COc1ccc(CCNC(=O)C(=O)NCC2OCCN2S(=O)(=O)c2cc(F)ccc2F)cc1 (centres undefined)	9.9%	.	-0.5%	-26.3%[20 µM]	8.2%	18.0%	0.0%	.	.	.	.	.
16	COc1ccc2[nH]c(=O)c(CN(C(=O)C3CCCO3)c3ccc(C)c(C)c3)cc2c1 (centres undefined)	17.8%	-0.1%	4.8%	12.8%	-6.7%	1.9%	0.2%	-0.7%	1.05	-0.271	0.088	0.524
